High-throughput results from PubChem.
ARNT TACC3 PPI – disruptors of ARNT/TACC3 protein interaction, primary screen, biochemical, AlphaScreen, single concentration. AlphaScreen His-ARNT PAS-B/GST-TACC3 binding, luminescence; TACC3 fragment carries E629A point mutation. inhibition, % at 9.99 µM. 390,000 tested, 0.66% active. Transforming acidic coiled-coil-containing protein 3 (Homo sapiens), Q9Y6A5. AID 623870, 2012;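 active = mean inhibition of replicates at least 50% and at least half of replicates each reaching 50%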;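 also: 0% = complete ARNT plus TACC3 wells and 100% = ARNT alone without TACC3; many hits fall short of the cut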
RAD54 branch – inhibitors of human RAD54 branch migration, primary screen, biochemical, fluorescence, single point. DNA repair and recombination protein RAD54-like (Homo sapiens), Q92698. 360,000 tested, 0.14% active. AID 602329, 2012. inhibition, % at 10.4 µM. RAD54 Holliday junction branch migration, FAM/BHQ fluorescence;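 active = mean normalized replicate activity at least 40 and at least half of replicates scoring 40 or more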;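 also: 0% = median of neutral control wells and 100% = median of positive control wells; inhibitors cause a drop in the FAM fluorescence signal; in these data hits start at about 50%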
PglD DTNB – C. jejuni PglD acetyltransferase inhibitors, primary screen, biochemical, DTNB colorimetric, single point; inhibition, % at 12.5 µM; purified PglD enzyme, DTNB colorimetric CoA detection; UDP-N-acetylbacillosamine N-acetyltransferase PglD (Campylobacter jejuni); 360,000 tested, 0.098% active; AID 602405, 2012; in the data active = inhibition above about 16%, passing the limit was not always enough; also: strong numbers were not always called active
E-sel inducer – E-selectin induction in HUVECs, primary screen, imaging, HUVEC, immunofluorescence imaging, single point; normalized: neutral wells 0, TNF-alpha wells 100; 260,000 tested, 0.37% active; P16581; activation, % at 7.58 µM;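 active = mean E-selectin-positive cell signal at least 10% of the positive control, reached in at least 60% of replicates, without over 20% cell loss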;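 also: in these data hits start at about 27%; measured in HUVEC primary endothelial cells; signal is the percent of cells scored E-selectin positive by PE staining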
Target sequence (P16581 whole entry, looked up): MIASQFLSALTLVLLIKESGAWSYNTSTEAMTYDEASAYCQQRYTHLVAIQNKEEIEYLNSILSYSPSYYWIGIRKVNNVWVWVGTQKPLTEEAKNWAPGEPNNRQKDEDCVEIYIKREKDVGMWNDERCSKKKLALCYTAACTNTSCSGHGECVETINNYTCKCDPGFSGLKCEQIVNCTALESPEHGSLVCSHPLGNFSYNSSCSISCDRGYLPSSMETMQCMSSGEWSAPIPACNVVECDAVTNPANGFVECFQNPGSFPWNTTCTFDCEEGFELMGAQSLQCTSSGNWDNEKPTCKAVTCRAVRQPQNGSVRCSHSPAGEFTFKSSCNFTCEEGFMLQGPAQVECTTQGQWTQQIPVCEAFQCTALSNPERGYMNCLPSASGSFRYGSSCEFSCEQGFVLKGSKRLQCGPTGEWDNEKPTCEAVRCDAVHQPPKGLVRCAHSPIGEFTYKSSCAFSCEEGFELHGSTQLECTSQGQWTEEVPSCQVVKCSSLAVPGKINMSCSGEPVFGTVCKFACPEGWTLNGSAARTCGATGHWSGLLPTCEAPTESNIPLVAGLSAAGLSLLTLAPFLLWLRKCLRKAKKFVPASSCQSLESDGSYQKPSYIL
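System: HUVEC, human umbilical vein endothelial cells; quantity: 3,000 cells/well; buffer or medium: EGM-2 medium, gelatin-coated wells; dosing: single-point compound dose; detection: immunofluorescence imaging; evaluation: % PE-positive cells; benchmarks: TNF-alpha, DMSO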
ERp5 inh – inhibitors of ERp5-driven insulin aggregation, primary screen, biochemical, turbidity, absorbance 650 nm, single point | Protein disulfide-isomerase A6 (Homo sapiens), Q15084 | 90 min | inhibition, % at 9.99 µM | 350,000 tested, 0.05% active | AID 651711, 2012;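 active = mean replicate inhibition above about 25%, with every replicate also reaching it, limit read from the data, passing the limit was not always enough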
RAD52 anneal inh – RAD52 DNA annealing inhibitors, primary screen, biochemical, FRET, single point, set 2 | 360,000 tested, 0.46% active | recombinant RAD52 DNA annealing, FRET fluorescence | inhibition, % at 18.7 µM | DNA repair protein RAD52 homolog (Homo sapiens), P43351;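 active = every replicate showing at least 50% inhibition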
Target sequence (P43351 whole entry, looked up): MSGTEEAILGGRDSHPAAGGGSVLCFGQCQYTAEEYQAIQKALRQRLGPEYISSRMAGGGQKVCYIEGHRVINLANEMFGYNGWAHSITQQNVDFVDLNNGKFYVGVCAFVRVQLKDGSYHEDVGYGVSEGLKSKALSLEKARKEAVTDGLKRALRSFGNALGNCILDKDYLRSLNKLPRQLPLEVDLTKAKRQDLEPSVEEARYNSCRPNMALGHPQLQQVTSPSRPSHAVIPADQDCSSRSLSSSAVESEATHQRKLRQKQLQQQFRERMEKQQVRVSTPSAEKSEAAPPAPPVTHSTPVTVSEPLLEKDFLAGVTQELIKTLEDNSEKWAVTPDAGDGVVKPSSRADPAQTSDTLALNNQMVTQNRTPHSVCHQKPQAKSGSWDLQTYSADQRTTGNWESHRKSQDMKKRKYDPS
Casp6 inh – human caspase-6 inhibitors, primary screen, biochemical, VEID-R110 fluorescence, single point, set 2; inhibition, % at 12.5 µM; purified caspase-6, Z-VEID-R110 cleavage fluorescence; 350,000 tested, 0.53% active; AID 686996, 2013;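 active = mean inhibition across replicates at least about 35%, with every replicate also reaching that limit, limit read from the data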;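 also: 0% = median of neutral control wells and 100% = no fluorescence left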
esBAF inh – Bmi1 luciferase reporter increase in mESCs, primary screen, esBAF inhibitor project, mouse ES cells, Bmi1 luciferase knock-in, single point; 24 h; 100% = twice the neutral-well signal; reporter increase, % at 12.5 µM; 350,000 tested, 2% active; AID 602393, 2012; in the data active = activation above about 40%;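 also: 0% = median of the plate's neutral control wells and 100% = double that signal; a rise in the Bmi1 reporter signal indicates esBAF inhibition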
The depositor's hits bear a star; nt = no result given. Not a hit list. About 3.2% of those tested had a hit in this group.

SMILES	ARNT TACC3 PPI	RAD54 branch	PglD DTNB	E-sel inducer	ERp5 inh	RAD52 anneal inh	Casp6 inh	esBAF inh
CC(=O)Nc1ccc(S(=O)(=O)NNC(=O)COc2ccc(Cl)cc2Cl)cc1	-6	-4	-1	0.5	-2	-14	3	-5
COc1ccc(S(=O)(=O)Nc2ccc3c(c2)C(=O)N([C@@H](C)CO)C[C@H](C)[C@@H](CN(C)S(=O)(=O)c2c(C)noc2C)OCCCC[C@H](C)O3)cc1	4	-2	0	nt	6	-38	-3	1
COCCN1CCN(C(=O)c2ccc3c(c2)S(=O)(=O)c2ccccc2C3=O)CC1	nt	nt	nt	-0.2	1	-14	2	nt
Cc1noc(C)c1NC(=O)N(C)C[C@@H]1Oc2ccc(NC(=O)Cc3cn(C)c4ccccc34)cc2C(=O)N([C@H](C)CO)C[C@H]1C	-1	-3	4	nt	-1	-5	0	-6
CCOC(=O)c1cnc2c(cnn2C)c1NCCC#N	-1	-4	0	nt	nt	nt	nt	-4
COc1ccc(NC(=O)CCN2CCN(C/C=C/c3ccccc3)CC2)cc1	2	6	5	0.0	1	-10	0	2
C[C@@H]1CN([C@H](C)CO)C(=O)c2cc(C#CCN(C)C)cnc2O[C@H]1CN(C)S(=O)(=O)c1cn(C)cn1	-8	12	2	0.1	1	-7	0	-4
NC(=S)NN=Cc1nccc2c(N)cccc12	nt	-4	-1	0.3	-6	-3	32	-25
COCCn1c(C)cc(C(=O)CSc2nncn2-c2ccccc2)c1C	-4	-4	3	nt	nt	nt	nt	26
CCN(CC)S(=O)(=O)c1ccc(NC(=O)Cn2cnc3ccccc3c2=O)cc1	0	-8	-7	nt	nt	nt	nt	-2
COCCn1c(N)c(N(Cc2ccccc2)C(=O)COc2ccc(F)cc2Cl)c(=O)[nH]c1=O	-7	0	-4	-0.1	3	-1	2	1
Cc1cc2oc(=O)cc(CN3CCOCC3)c2cc1C(C)C	nt	-2	3	-0.3	3	-24	-2	-6
CSc1nnc(-c2ccc(Br)s2)n1C	-14	nt	nt	-2.9	3	-4	-5	nt
CN(C)C(=O)C[C@@H]1C=C[C@H](NC(=O)c2ccc(F)cc2)[C@@H](CO)O1	-4	-1	0	0.0	5	-1	0	2
CCO[C@H]1OC(C(=O)N2CCN(Cc3ccc4c(c3)OCO4)CC2)=C[C@@H](C2CC2)[C@@H]1CCCO	0	6	3	-0.3	-6	0	0	3
Cc1cc(C(=O)Nc2c(C)n(C)n(-c3ccccc3)c2=O)c(C)o1	-3	-11	2	nt	nt	nt	nt	-5
Cc1noc(C)c1NC(=O)N(C)C[C@H]1Oc2ccc(NS(=O)(=O)c3cn(C)cn3)cc2CC(=O)N([C@@H](C)CO)C[C@H]1C	-27	0	-1	nt	-5	25	-5	1
COc1cccc(C(C(=O)NC2CCCCC2)N(Cc2ccco2)C(=O)c2ccccn2)c1 (stereo not given)	-1	1	-3	-0.1	1	-16	4	-2
CN(C(=O)COc1coc(CN2CCN(c3ccccc3)CC2)cc1=O)c1ccccc1	-1	-2	-2	0.2	-3	0	6	1
COC(=O)C1=C(C)N(Cc2ccccc2C(F)(F)F)C(=NCc2ccc(OC)cc2)NC1CCc1ccccc1 (stereo not given)	nt	nt	nt	-0.1	2	-20	-1	nt
Cc1ccc(NS(=O)(=O)c2ccc(C(=O)N3CC(C)OC(C)C3)cc2)cc1 (stereo not given)	-1	-8	1	-1.3	5	-18	1	nt
CCCN(C(=O)/C=C/c1ccco1)c1c(N)n(Cc2ccccc2)c(=O)[nH]c1=O	-4	nt	nt	-0.1	0	-11	12	nt
CN(CC(=O)Nc1cccc(F)c1)C(=O)c1ccccc1CCc1ccccc1	-4	15	-4	nt	-3	-8	-3	-4
C[C@H]1COc2cc(N3CCC[C@H]3CO)ccc2S(=O)(=O)N1	nt	nt	nt	0.1	1	-9	-1	nt
O=[N+]([O-])c1ccc(C2=NN(CCO)C(=Nc3ccc(OC(F)(F)F)cc3)SC2)cc1	3	nt	nt	0.1	-1	2	0	-3
CNC(=S)NNC(=O)CNc1ccc(C)c(Cl)c1	7	nt	nt	15	5	-7	0	nt
C[C@H](O)C#Cc1ccc2c(c1)O[C@H](CN(C)Cc1cncnc1)[C@H](C)CN([C@@H](C)CO)S2(=O)=O	-9	0	0	-0.7	-4	1	0	0
CC(C)NC(=O)N1[C@H](CO)[C@@H]2c3ccccc3N(C(=O)c3ccccc3F)C[C@@H]21	-1	-5	3	0.3	-3	3	2	-2
Cc1nc2ccc(NC(=O)c3ccc(Cl)nc3)cc2s1	-3	2	4	4.9	0	-52	2	10
COc1ccc2nc(NC(=O)c3ccccc3C(=O)O)sc2c1	-9	0	3	-0.1	4	-8	4	9
CCC(CC)C(=O)c1c[nH]c(C(=O)NCCOC)c1	4	-6	1	-0.8	7	-12	0	0
C(=NCCCN1CCOCC1)c1ccc2c(c1)OCO2	-13	-8	1	nt	nt	nt	nt	-11
O=C(C[C@@H]1C[C@H]2c3cc(NC(=O)Nc4ccc(C(F)(F)F)cc4)ccc3O[C@H]2[C@@H](CO)O1)NCc1cccnc1	-1	9	-2	0.1	-5	12	1	-2
CC(=O)Nc1cccc(NC(=O)CCNC(=O)c2ccc(Cl)cc2)c1	-3	-1	-6	nt	6	-9	2	2
O=C1c2ccccc2NC(c2cccc(O)c2)N1c1ccccc1 (stereo not given)	-4	-5	-1	0.4	5	-3	2	8
COc1ccc(/C=C(\C#N)C(=O)ONC2=NCCCCC2)cc1	-3	nt	nt	-0.1	1	-30	1	nt
S=C1NC2=C(C(c3ccc(Br)cc3)N1)N1CCC2CC1 (stereo not given)	2	-3	4	nt	nt	nt	nt	-3
O=C(CCSc1ccccc1)NC(=O)COC(=O)C1CCCCC1	7	nt	nt	3.7	14	-13	0	nt
C[C@@H]1CN([C@@H](C)CO)C(=O)c2cccc(NC(=O)c3ccncc3)c2O[C@@H]1CN(C)C(=O)NC1CCCCC1	-5	1	7	nt	-15	12	1	-2
O=C(O)Cn1c(=O)c(-c2ccccc2)nc2ccccc21	-3	3	2	nt	-7	6	2	-4
CS(=O)(=O)N(CC(=O)N1CCN(c2ccccc2)CC1)C1CCCCC1	-5	-13	-3	nt	nt	nt	nt	-9
CCn1c(=O)c2c3c(sc2n2c(SCc4ccc(F)cc4)nnc12)CCCC3	-3	4	-3	-2.6	8	-2	-4	2
Cc1nc2ccccc2c(=O)n1Cc1ccc([N+](=O)[O-])cc1	5	9	2	0.3	-1	6	-2	1
Nc1ncnc2c1ncn2[C@@H]1O[C@H](C(=O)N2CCN(c3nc4ccccc4o3)CC2)[C@@H](O)[C@H]1O	nt	-1	1	3.2	3	5	7	-7
Cc1ccccc1OCc1nnc(SCC(=O)NCc2ccco2)n1C	3	5	4	nt	-5	-9	2	-9
O=C(NCCc1ccccc1)C(=O)NCC1CCCN1S(=O)(=O)c1cccs1 (stereo not given)	-2	-7	-2	nt	-2	-77	1	4
CNC[C@H]1Oc2cc(C#CC(C)C)ccc2S(=O)(=O)N([C@@H](C)CO)C[C@@H]1C	1	-3	3	0.0	1	-27	8	4
Cc1ccc(S(=O)(=O)Nc2ccc3c(c2)C(=O)N([C@H](C)CO)C[C@@H](C)[C@@H](CN(C)C(=O)CCCN(C)C)OCCCC[C@H](C)O3)cc1	-8	13	-5	nt	-3	8	-2	2
CC(=Nc1ccc(C)c(C)c1)C1=C(O)CSC1=O	1	-13	-6	nt	nt	nt	nt	51*
CCCCn1c(SCC(=O)NCc2ccco2)nc2ccccc2c1=O	14	16	5	nt	nt	nt	nt	0

Among those listed so far, these have a furan ring, fused or not.
SMILES	ARNT TACC3 PPI	RAD54 branch	PglD DTNB	E-sel inducer	ERp5 inh	RAD52 anneal inh	Casp6 inh	esBAF inh
Cc1cc(C(=O)Nc2c(C)n(C)n(-c3ccccc3)c2=O)c(C)o1	-3	-11	2	nt	nt	nt	nt	-5
COc1cccc(C(C(=O)NC2CCCCC2)N(Cc2ccco2)C(=O)c2ccccn2)c1 (stereo not given)	-1	1	-3	-0.1	1	-16	4	-2
CCCN(C(=O)/C=C/c1ccco1)c1c(N)n(Cc2ccccc2)c(=O)[nH]c1=O	-4	nt	nt	-0.1	0	-11	12	nt
Cc1ccccc1OCc1nnc(SCC(=O)NCc2ccco2)n1C	3	5	4	nt	-5	-9	2	-9
CCCCn1c(SCC(=O)NCc2ccco2)nc2ccccc2c1=O	14	16	5	nt	nt	nt	nt	0

Going on with the list:
SMILES	ARNT TACC3 PPI	RAD54 branch	PglD DTNB	E-sel inducer	ERp5 inh	RAD52 anneal inh	Casp6 inh	esBAF inh
COc1cccc(CN2CCC(n3nccc3NC(=O)C3CC3)CC2)c1	-6	3	0	nt	-1	-4	-3	4
COC(=O)[C@H](C(C)C)n1c(C)c(C(C)=O)c(C(C)=O)c1C	2	5	-4	nt	nt	nt	nt	-4
C[C@H]1CN([C@@H](C)CO)C(=O)Cc2cc(NC(=O)c3ccncc3)ccc2O[C@H]1CN(C)Cc1ccc(Cl)c(Cl)c1	nt	2	-2	-2.2	-4	1	3	7
COc1ccccc1-n1c(CNc2ccc(F)cc2)nnc1SCC(=O)Nc1cc(C)on1	-23	11	-2	nt	nt	nt	nt	-1
COc1cccc(-c2ccc3c(c2)[C@@H]2[C@@H](CCN2C(=O)Cc2ccccc2)[C@H](CO)N3)c1	0	-1	2	-0.8	-5	-9	-1	2
CCOc1ccc(NC(=S)/C(=C(\[O-])c2ccc(C)c([N+](=O)[O-])c2)[n+]2ccccc2)cc1	6	-3	-2	nt	nt	nt	nt	-31
O=C(NC1CC1)c1ccc(CS(=O)c2ccccc2)o1 (stereo not given)	-7	-25	8	nt	-8	2	-1	-2
COCc1cn(CC[C@@H]2CC[C@@H](NC(=O)Nc3ccccc3)[C@@H](CO)O2)nn1	-4	9	7	0.5	3	11	-1	-5
O=C(/C=C/c1ccccc1)CC(O)(c1ccccc1)C(F)(F)F (stereo not given)	-2	1	3	nt	nt	nt	nt	0
Cc1cc(C(=O)CSc2n[nH]c(N)n2)c(C)n1-c1ccccc1	18	-9	-2	nt	nt	nt	nt	37
CNC(=S)Nn1cnc2ccccc21	22	9	3	-0.1	-2	-9	-2	nt
CC1=C(C(=O)O)N2C(=O)C(NC(=O)c3nn(C)c(C)c3Cl)C2SC1 (stereo not given)	20	nt	nt	nt	-4	-18	5	nt
O=c1c2c(nc3cc(-c4ccc(Br)cc4)[nH]n13)CCCC2	nt	-3	7	nt	0	-13	-1	26
CCN(CC(=O)NCc1cccs1)C(=O)/C=C/c1ccc(Cl)c(Cl)c1	1	-3	-4	-1.0	5	-11	5	9
COc1cc2c(cc1OC)CN(C(=O)CCNS(=O)(=O)c1ccc(Br)cc1)CC2	-4	nt	nt	nt	0	0	-2	2
COc1cccc(C(=O)Nc2nnc(SCC(=O)NC3CC3)s2)c1	nt	7	6	nt	-5	-9	-3	10
CN(C)c1cc(NC(=O)CN2CCOCC2)c2ccccc2n1	-16	3	0	nt	nt	nt	nt	-16
CC(/C=N/n1c(COc2ccccc2)n[nH]c1=S)=C\c1ccccc1	9	5	1	nt	5	-5	-2	0
COc1ccc(CN(C)C(=O)c2cccc(NS(=O)(=O)c3ccccc3)c2)c(OC)c1	-3	2	-3	-0.2	8	-10	4	-2
C=C(C)Cn1c(NCCOC)nc2c1c(=O)[nH]c(=O)n2C	-5	2	-7	nt	nt	nt	nt	-8
